Lamin A splicing – LMNA splicing modulation; Potency, µM (titrated, usually from 46.1 µM), for inactives: at the top dose ratio change, negative = inhibition, usual class: inhibitors; HeLa LMNA splicing GFP/RFP minigene ratio, 48 h; 0.01% of 200,000 active; active = well fitted inhibition curve with a large enough effect in the signal ratio, with a control signal flat, not every such curve was filed as active; inconclusive = small, poorly fitted or top-dose-only effect, or effect the other way, or a change in a side signal; the % refers to the signal ratio
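S3 HeLa cells stably expressing lamin A-EGFP splicing minigene plus DsRed2, 600 cells/well, 48 h compound exposure at 37C. Laser-scanning cytometry; analysed as GFP (500-530 nm)/RFP (575-640 nm) total intensity ratio; 0.5% DMSO vehicle.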
GAA glycogen mod – GAA glycogen-cleavage inhibition or activation. P10253. recombinant GAA, glycogen substrate, Amplex Red glucose oxidase fluorescence. Potency, µM (series often up to 76.4 µM), for the others: top-dose activity change, negative = inhibition, most hits filed as inhibitors. 0.38% of 300,000 active. AID 2100; active = well fitted inhibition curve with a large enough effect; inconclusive = small, poorly fitted or top-dose-only effect, or another doubt; inactive = no such curve, though single readings can be large or run the other way;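 also: 0% = full enzyme reaction and -100% = no-enzyme basal signal; the screen sought inhibitors and activators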
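Recombinant enzyme (4 nM final) with compounds titrated up to 77 uM and bovine liver glycogen (30 ug) in citrate pH 5.0, 0.01% Tween-20, 37 C 40 min. Released glucose detected by Amplex Red/glucose oxidase (Ex 573/Em 610); AC50 from Hill fits.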
The depositor's hits bear a star; ? = inconclusive; / = not tested or not shown; & = joins results of further samples; [ ] = remark or other dose. Unless noted, % is scaled to controls: 0 for no effect and ±100 for the full control effect; potency is read from the fitted curve at half-maximal effect. An excerpt; rates above refer to the full screens.

No.	structure	Lamin A splicing	GAA glycogen mod
1	COc1ccc(-c2noc(CSCC(=O)Nc3ccc(C)cc3Br)n2)cc1OC	4%[46 µM]	-5%[76.3 µM]
2	Cc1ccc(C)c(NC(=O)c2nc(S(C)(=O)=O)ncc2N(Cc2ccc(C(C)(C)C)cc2)Cc2ccco2)c1	10%[46 µM]	-8%[76.3 µM]
3	Cc1cc(OCC(=O)N2CCC(c3nc4ccccc4s3)CC2)ccc1Cl	-16%[46 µM]	8%[76.3 µM]
4	Cc1c(NS(C)(=O)=O)cccc1-c1nc2ccccc2s1	-11%[46 µM]	-8%[76.3 µM]
5	CC1Cc2ccccc2N1C(=O)CSc1nnc(-c2cccc(Cl)c2)o1 (stereo not given)	?	-18%[76.3 µM]
6	CCOc1cc(C2CC(=O)Nc3c2c(C)nn3-c2nc(C)cc(C)n2)ccc1O (stereo not given)	2%[46 µM]	-28%[76.3 µM]
7	CN(C(=O)CSc1nnc(-c2ccccc2F)o1)C1CCCCC1	?	17%[76.3 µM]
8	O=C(Cn1cc(S(=O)(=O)Cc2cccc(Cl)c2)c2ccccc21)Nc1ccc(F)c(Cl)c1	-9%[46 µM]	-9%[76.3 µM]
9	CCC(Sc1nc2ncccc2[nH]1)C(=O)Nc1ccccc1F (stereo not given)	2%[46 µM]	-9%[76.3 µM]
10	CCN(C(=O)Cn1cc(S(=O)(=O)Cc2ccccc2Cl)c2ccccc21)c1ccccc1	?	4%[76.3 µM]
11	O=C(NCC(c1cccnc1)N1CCc2ccccc21)c1cccc(F)c1 (stereo not given)	8%[46 µM]	4%[76.3 µM]
12	COc1ccc(C(=O)NCC(c2cccnc2)N2CCN(c3ccccc3OC)CC2)cc1 (stereo not given)	?	-10%[76.3 µM]
13	CCCn1c2ccccc2c2cnn(CC(=O)NCC3CCN(Cc4ccc(F)cc4)CC3)c(=O)c21	?	9%[76.3 µM]
14	Cc1ccc(OCC(=O)NCC(c2ccc(Cl)cc2)N2CCCCC2)cc1 (stereo not given)	?	13%[76.3 µM]
15	CCc1ccc(N2CCn3c2nc2c3c(=O)n(Cc3cccc(C)c3)c(=O)n2C)cc1	?	16%[76.3 µM]
16	CC1CCN(c2oc(-c3ccc(COc4ccccc4)o3)nc2C#N)CC1	?	-12%[76.3 µM]
17	COc1ccc(S(=O)(=O)Nc2cccc(-c3ccc(N4CCCCCC4)nn3)c2)cc1OC	-1%[46 µM]	-25%[76.3 µM]
18	CCn1cc(S(=O)(=O)c2cc(C)cc(C)c2)c(=O)c2cc(F)c(N3CCCC3)cc21	?	-5%[76.3 µM]
19	CC1CCCCN1CCCNC(=O)CN1C(=O)c2cccnc2Oc2ccccc21 (stereo not given)	7%[46 µM]	-14%&14%[76.3 µM]
20	Cn1c(-n2cccc2)c(-c2c(-c3ccc(F)cc3)[nH]c3c2c(=O)[nH]c(=O)n3C)c(=O)[nH]c1=O	?	10%[76.3 µM]

Part of the list above in another layout:
(3) Cc1cc(OCC(=O)N2CCC(c3nc4ccccc4s3)CC2)ccc1Cl
(4) Cc1c(NS(C)(=O)=O)cccc1-c1nc2ccccc2s1
(5) CC1Cc2ccccc2N1C(=O)CSc1nnc(-c2cccc(Cl)c2)o1 (stereo not given)
(6) CCOc1cc(C2CC(=O)Nc3c2c(C)nn3-c2nc(C)cc(C)n2)ccc1O (stereo not given)

| assay / entry | 3 | 4 | 5 | 6 |
| --- | --- | --- | --- | --- |
| Lamin A splicing | -16%[46 µM] | -11%[46 µM] | ? | 2%[46 µM] |
| GAA glycogen mod | 8%[76.3 µM] | -8%[76.3 µM] | -18%[76.3 µM] | -28%[76.3 µM] |

Ordered by molar mass (low to high): 7 of the compounds above
No.	structure	Lamin A splicing	GAA glycogen mod
16	CC1CCN(c2oc(-c3ccc(COc4ccccc4)o3)nc2C#N)CC1	?	-12%[76.3 µM]
14	Cc1ccc(OCC(=O)NCC(c2ccc(Cl)cc2)N2CCCCC2)cc1 (stereo not given)	?	13%[76.3 µM]
18	CCn1cc(S(=O)(=O)c2cc(C)cc(C)c2)c(=O)c2cc(F)c(N3CCCC3)cc21	?	-5%[76.3 µM]
12	COc1ccc(C(=O)NCC(c2cccnc2)N2CCN(c3ccccc3OC)CC2)cc1 (stereo not given)	?	-10%[76.3 µM]
17	COc1ccc(S(=O)(=O)Nc2cccc(-c3ccc(N4CCCCCC4)nn3)c2)cc1OC	-1%[46 µM]	-25%[76.3 µM]
13	CCCn1c2ccccc2c2cnn(CC(=O)NCC3CCN(Cc4ccc(F)cc4)CC3)c(=O)c21	?	9%[76.3 µM]
2	Cc1ccc(C)c(NC(=O)c2nc(S(C)(=O)=O)ncc2N(Cc2ccc(C(C)(C)C)cc2)Cc2ccco2)c1	10%[46 µM]	-8%[76.3 µM]

Remaining list, next part.
No.	structure	Lamin A splicing	GAA glycogen mod
21	Cc1ccccc1N1CCN(S(=O)(=O)c2nnc(NC(=O)c3ccccc3)s2)CC1	7%[46 µM]	-8%[76.3 µM]
22	Cc1cc(C)cc(OC(C)C(=O)Nc2nc3c(s2)CCCC3)c1 (stereo not given)	5%[46 µM]	2%[76.3 µM]
23	COc1ccccc1NC(=O)Cn1cc(S(=O)(=O)Cc2ccccc2)c2ccccc21	3%[46 µM]	8%[76.3 µM]
24	CC(=O)Nc1ccc(C(=O)CSc2nnc3cc(C)c4ccccc4n23)cc1	6%[46 µM]	10%[76.3 µM]
25	O=C(NC1CC1)c1ccc(Cn2c(SCc3ccccc3F)nc3cccnc32)cc1	-8%[46 µM]	-14%[76.3 µM]
26	CCC(Sc1nc2nccnc2c(=O)n1Cc1ccc(F)cc1)C(=O)NC1CCCCC1 (stereo not given)	7%[46 µM]	/
27	Cc1cccc(C)c1OCC(=O)N(Cc1ccc(Cl)cc1)CC1CCCO1 (stereo not given)	-17%[46 µM]	0%[76.3 µM]
28	Cc1ccc(NC(=O)C(=O)NCC(c2cccnc2)N2CCOCC2)cc1 (stereo not given)	13%[46 µM]	14%[76.3 µM]
29	Cc1nnc2c(N3CCN(c4ccccc4F)CC3)nc3ccccc3n12	-3%[46 µM]	13%[76.3 µM]
30	Cc1ccc(S(=O)(=O)c2cn(C)c3cc(N4CCN(c5ccccc5)CC4)c(F)cc3c2=O)cc1	-7%[46 µM]	-9%[76.3 µM]
31	CCOc1ccc(NC(=O)Cn2ccn(-c3ccc(F)c(F)c3)c(=O)c2=O)cc1	?	-13%[76.3 µM]
32	Cc1ccc(NC(=O)N2CCC(CN3CCCCC3)CC2)c(Cl)c1	2%[46 µM]	-11%[76.3 µM]
33	CC1CCCCN1c1cc2c(cc1F)c(=O)c(S(=O)(=O)c1ccccc1)cn2Cc1ccccc1 (stereo not given)	14%[46 µM]	-4%[76.3 µM]
34	CCCS(=O)(=O)N1CC(=O)N(c2ccc(C)c(Cl)c2)C(C)(C(=O)NC2CCCCCC2)C1 (stereo not given)	24%[46 µM]	-4%[76.3 µM]
35	CCN(c1ccc(C)cc1)S(=O)(=O)c1nnc(NC(=O)c2cccs2)s1	20%[46 µM]	13%[76.3 µM]
36	CC(=O)OC1=CN(Cc2ccccc2)S(=O)(=O)c2ccccc21	10%[46 µM]	4%[76.3 µM]
37	CCCOc1ccc(CNC(=O)CN2C(=O)c3cccnc3Oc3ccc(C)cc32)cc1	-26%[46 µM]	-3%[76.3 µM]
38	O=C(Nc1ccc2nc(SCC(=O)N3CCc4ccccc43)sc2c1)c1cccc(Cl)c1	14%[46 µM]	4%[76.3 µM]
39	Cc1ccccc1N(C)S(=O)(=O)c1nnc(NC(=O)c2ccccc2F)s1	?	2%&7%[76.3 µM]
40	Cc1ccc(NC(=O)Cn2cc(S(=O)(=O)Cc3ccccc3)c3ccccc32)cc1C	-11%[46 µM]	-17%[76.3 µM]
41	CC(C)CC(=O)N1c2nc(C(C)C)nn2C2(CCCCC2)[C@@H]2CCCC[C@@H]21	15%[46 µM]	3%[76.3 µM]
42	O=C(NCc1cccs1)c1ccc2c(c1)sc1nc(-c3ccc(F)cc3)cn12	16%[46 µM]	14%[76.3 µM]
43	Cc1cccc(NC(=O)C(=O)NCC(c2cccnc2)N2CCc3ccccc3C2)c1C (stereo not given)	9%[46 µM]	4%[76.3 µM]
44	CC(Oc1ccc(F)cc1)C(=O)Nc1cc(-c2ccc(F)c(F)c2)no1 (stereo not given)	?	-5%[76.3 µM]
45	CC1CCN(c2cc3c(cc2F)c(=O)c(S(=O)(=O)c2cccc(Cl)c2)cn3Cc2ccccc2)CC1	2%[46 µM]	9%[76.3 µM]
46	CC(=O)Nc1nonc1-c1nnc(SCC(=O)Nc2cc(C)cc(C)c2)n1C	7%[46 µM]	-1%[76.3 µM]
47	O=C(NCc1cccs1)c1ccc2c(c1)sc1nc(-c3ccccc3)cn12	7%[46 µM]	6%[76.3 µM]
48	Cc1c(C(=O)Nc2ccc(F)cc2F)oc2c1-c1nn(Cc3c(F)cccc3Cl)cc1CC2	24%[46 µM]	20%[76.3 µM]
49	Cn1nnnc1SCCCNCc1ccc(Cl)cc1	?	-4%[76.3 µM]
50	CSc1ncc(C(=O)N2CCN(c3cccc(Cl)c3)CC2)c(C)n1	8%[46 µM]	-1%[76.3 µM]
51	Cc1cccc(N2CCN(c3ncnc4c3nc3n4CCCCC3)CC2)c1C	?	-8%[76.3 µM]
52	COc1cccc(-c2cn3c(n2)sc2cc(C(=O)NC4CCCCCC4)ccc23)c1	7%[46 µM]	14%[76.3 µM]
53	CCOc1ccc(C(=O)N2CCN(CCc3ccccn3)CC2)cc1	-11%[46 µM]	3%[76.3 µM]
54	COc1ccc(CN(Cc2ccco2)c2cnc(S(C)(=O)=O)nc2C(=O)Nc2ccc(C)c(Cl)c2)cc1	9%[46 µM]	4%[76.3 µM]
55	CCOc1ccc(-c2cn3c(n2)sc2cc(C(=O)NCCCc4ccccc4)ccc23)cc1	13%[46 µM]	14%[76.3 µM]
56	CS(=O)(=O)c1ncc(N(Cc2ccco2)Cc2cccs2)c(C(=O)Nc2ccccc2F)n1	-6%[46 µM]	-8%[76.3 µM]
57	CCOC(=O)c1c(C)sc(-c2c(-c3ccc4c(c3)OCCO4)[nH]c3c2c(=O)[nH]c(=O)n3C)c1O	18%[46 µM]	?
58	Cc1cccc(OC(=O)c2cc(-c3ccc(C)c(C)c3)on2)c1	16%[46 µM]	4%[76.3 µM]
59	Cc1cccc(N(C)S(=O)(=O)c2nnc(NC(=O)C(C)Oc3ccccc3)s2)c1 (stereo not given)	-23%[46 µM]	-3%[76.3 µM]
60	COC(=O)c1c(C)sc(-c2c(-c3cccc(Cl)c3)[nH]c3c2c(=O)[nH]c(=O)n3C)c1O	7%[46 µM]	?
